Scp1 inh = blocks human Scp-1 phosphatase activity; Q9GZU7; Recombinant Scp1, phosphopeptide, malachite green phosphate absorbance; inhibition, % at 20 µM; 0.88% of 340,000 active; AID 493091;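 active = inhibition above about 50% at 20 µM, limit read from the data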;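 note: plate controls were DMSO wells with enzyme for no effect and wells lacking enzyme for full effect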
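assay system = SCP-1 phosphatase catalytic domain, residues 76-261 | buffer or medium = 50 mM Tris acetate pH 5.5, 0.005% Tween-20, 10 mM MgCl2 | incubation = enzyme reaction 45 min at room temperature, colour 5 min, stabilisation 30 min | signal = Phosphate-binding colour reagent, absorbance read at 630 nm | measure = % inhibition at 20 µM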
Neddylation inh = blocks human cullin neddylation. P61081+Q13564. TR-FRET cullin neddylation, biochemical. calls only at 25 µM. 0.58% of 360,000 active. AID 651699; in the data active = inhibition above about 36%
Target sequence (P61081 whole entry, looked up): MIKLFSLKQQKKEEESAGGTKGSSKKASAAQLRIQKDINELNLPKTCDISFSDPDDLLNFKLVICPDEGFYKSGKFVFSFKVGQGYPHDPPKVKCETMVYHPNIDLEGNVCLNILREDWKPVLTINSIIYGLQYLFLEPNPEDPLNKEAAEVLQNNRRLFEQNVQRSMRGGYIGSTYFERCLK
Target sequence (Q13564 whole entry, looked up): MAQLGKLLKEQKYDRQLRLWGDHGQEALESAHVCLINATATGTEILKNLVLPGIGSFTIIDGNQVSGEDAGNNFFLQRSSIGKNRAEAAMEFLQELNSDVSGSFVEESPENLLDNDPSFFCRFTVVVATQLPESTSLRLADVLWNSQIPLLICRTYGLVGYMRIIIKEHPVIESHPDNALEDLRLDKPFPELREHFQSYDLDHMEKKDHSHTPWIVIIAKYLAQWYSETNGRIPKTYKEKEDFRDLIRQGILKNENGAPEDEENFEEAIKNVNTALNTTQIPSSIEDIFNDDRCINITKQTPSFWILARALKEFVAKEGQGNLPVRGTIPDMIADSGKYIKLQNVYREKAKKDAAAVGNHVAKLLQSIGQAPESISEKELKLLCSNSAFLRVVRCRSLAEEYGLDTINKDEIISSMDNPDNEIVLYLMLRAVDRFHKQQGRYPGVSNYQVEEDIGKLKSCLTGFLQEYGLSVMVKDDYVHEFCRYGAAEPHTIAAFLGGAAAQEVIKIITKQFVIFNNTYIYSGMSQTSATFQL
CSN inh = inhibitors of human CSN-mediated cullin deneddylation; Q92905; Purified CSN, SCF-Nedd8-OG deneddylation, fluorescence polarization; inhibition, % at 12.5 µM; 0.38% of 360,000 active;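 active = pattern-corrected inhibition above about 35%, with an unprinted fluorescence ratio check between 0.5 and 1.5, limit read from the data, passing the limit was not always enough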;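 note: 0% = enzyme with substrate and 100% = substrate without enzyme; some results filed as inactive read as strong as hits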
Target sequence (Q92905 whole entry, looked up, one chain of several): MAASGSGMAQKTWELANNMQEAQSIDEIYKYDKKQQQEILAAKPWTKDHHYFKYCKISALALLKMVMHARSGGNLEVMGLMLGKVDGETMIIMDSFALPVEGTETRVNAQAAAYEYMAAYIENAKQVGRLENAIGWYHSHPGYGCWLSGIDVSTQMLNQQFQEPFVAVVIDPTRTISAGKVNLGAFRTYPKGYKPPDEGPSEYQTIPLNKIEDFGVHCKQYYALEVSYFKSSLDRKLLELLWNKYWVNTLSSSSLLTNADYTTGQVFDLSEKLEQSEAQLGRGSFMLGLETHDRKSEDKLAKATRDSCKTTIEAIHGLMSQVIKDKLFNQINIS
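Assay system: purified human Csn5 enzyme expressed in HEK293T cells; Input: 0.24 nM Csn5 enzyme, final concentration; Reagent: 10 nM SCFSkp2-Nedd8OG; Compound dosing: 12.5 µM single point; Times: reaction 90 min, room temperature; Technique: fluorescence polarization readout.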
LMPTP block = blocks human LMPTP phosphatase | recombinant LMPTP-A, OMFP fluorogenic substrate, fluorescence intensity | 0.22% of 360,000 active | P24666 | inhibition, % at 20 µM;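 active = compounds that cut the enzyme signal by at least half of the control window in the single-dose screen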;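 note: plate controls were DMSO wells with enzyme plus substrate for no effect and substrate without enzyme for full effect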
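Assay system: LMPTP-A phosphatase enzyme | Input: 0.625 nM enzyme | Also added: Fluorogenic phosphatase substrate OMFP at 400 µM final | Compound dosing: One test concentration per compound, 20 µM, with 3% DMSO overall | Schedule: 50 min enzyme reaction at room temperature, protected from light | Signal: Fluorescence intensity | Benchmarks: no-enzyme and uninhibited controls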
Rin1-Abl PPI inh = inhibitors of human Rin1-Abl protein interaction | TR-FRET Rin1/Abl binding, biochemical | inhibition, % at 7.35 µM | 0.4% of 360,000 active | AID 588664; in the data active = inhibition above about 5%, passing the limit was not always enough
NadD inh = inhibitors of Staphylococcus aureus NadD; 0.78% of 360,000 active; purified NadD enzyme, colorimetric absorbance read-out; inhibition, % at 20 µM; in the data active = inhibition above about 26%; note: some compounds past the cut are filed as inactive
SUMO1 PPI mod = modulators of human SUMO1-mediated protein-protein interactions. inhibition, % at 20 µM. SUMO1 binding to a labelled peptide, TR-FRET, 1 h. P63165. 0.33% of 360,000 active; in the data active = inhibition above about 37%
DNMT1 block = inhibitors of human DNMT1; P26358; DNMT1 molecular beacon, Hinp1I cleavage, fluorescence; inhibition (reported as % activation of signal), % at 10 µM; 0.83% of 360,000 active; AID 588458; in the data active = inhibition above about 50%
Rpn11 block = Rpn11 (human) deubiquitinase inhibition; human 26S proteasome, Ub4-pepOG fluorescence polarization; 20S core pre-blocked with epoxomicin; 0.59% of 360,000 active; calls only at 20 µM; AID 588493;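 active = inhibition at 20 µM, scaled to each plate's controls, above about 33%, limit read from the data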
STEP block = STEP (human) phosphatase inhibition | P54829 | recombinant STEP, OMFP fluorogenic substrate, fluorescence | inhibition, % at 20 µM | 0.25% of 360,000 active;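 active = inhibition at 20 µM, scaled per plate between control wells, above about 37%, limit read from the data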;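 note: 0% = DMSO with enzyme and substrate and 100% = substrate only without enzyme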
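Also added – OMFP at 25 µM · Test system – STEP tyrosine phosphatase · Technique – FITC-channel fluorescence of OMFP product · Schedule – 20 min at room temperature, dark · Evaluation – control-normalized % inhibition with plate pattern correction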
* marks the source's active call; other numbers are inactive results; i = inactive; / = no result given. Hits appear at their usual frequency; about 3.8% have a hit in one of these screens.

Compound,Scp1 inh,Neddylation inh,CSN inh,LMPTP block,Rin1-Abl PPI inh,NadD inh,SUMO1 PPI mod,DNMT1 block,Rpn11 block,STEP block
O=C(Nc1ccccc1)Nc1nnc(COc2ccccc2F)s1,-7,i,-2,1.6,-6,-10,4,-11,i,0
CCOCCn1c(C(C)C)nc2ccccc21,-1,i,2,-0.7,-3,1,4,3,i,-3
COc1ccccc1NC(=S)NC(C)C(c1cccs1)N1CCOCC1 (configuration not stated),-6,i,3,-0.1,-2,-8,0,-1,i,-2
CC(C)(C)OC(=O)N/N=C\C=C\c1ccc2c(c1)OCO2,-1,i,-1,-0.6,-2,-4,-10,-1,i,1
CCc1ccc2oc(=O)cc(CN3CCN(c4ccc(F)cc4)CC3)c2c1,-1,i,8,1.7,-2,2,-2,11,i,4
Cc1ccc(S(=O)(=O)N2CCC[C@H]2C(=O)Oc2ccccc2)cc1,-12,i,2,-2.2,3,-5,0,0,i,0
Cc1c(C(=O)Oc2cccc3ccccc23)cnn1-c1ccccc1,-14,i,-5,2.3,3,-7,2,-4,i,1
NC(=N\N=CCc1ccccc1)/C(N)=N/N=CCc1ccccc1,-12,i,3,-1.0,-2,2,-15,-5,i,-1
O=C(NCc1cc(C(F)(F)F)cc(C(F)(F)F)c1)c1cc(-c2cc(F)ccc2OCC2CCCO2)n[nH]1 (configuration not stated),/,i,-3,1.3,4,3,2,-1,i,-2
CSc1cccc(-c2nnc(NC(=O)c3cccc(N4C(=O)CCC4=O)c3)o2)c1,-10,i,3,0.0,1,14,10,14,i,2
Cn1c(N)c(S(=O)(=O)N2CCN(Cc3ccccc3)CC2)c(=O)n(C)c1=O,1,i,4,-1.6,0,-3,0,2,i,-1
CCOc1ccc(-n2c(Cc3ccccc3)nnc2SCc2c(C)noc2C)cc1,3,i,-1,-1.4,1,6,-1,-1,i,1
Cn1c(=O)[nH]c(=O)c2c1nc(N1CCCCCC1)n2CCN1CCCCCC1,-6,i,1,0.0,6,-3,2,3,i,0
C=CCn1c(C(C)NC(=O)C(C)(C)C)nc2ccccc21 (configuration not stated),-3,i,-4,0.1,-7,-1,-1,-1,i,2
COc1cc(CC(=O)N2CCN(C(=O)C3CCCO3)CC2)cc(OC)c1OC (configuration not stated),-16,i,-8,-1.0,2,0,4,0,i,0
Cc1ccc(C)c(OCCC(=O)OCC(=O)Nc2cc(S(=O)(=O)N3CCOCC3)ccc2C)c1,-3,i,-4,0.1,2,-6,2,-1,i,0
CCc1ccc(NC(=O)C2CCCN2C(=O)NC2CCCCC2)cc1 (configuration not stated),-1,i,-4,-0.8,1,1,4,1,i,0
S=c1[nH]nc(C2CCCCC2)n1/N=C/c1cccc(Br)c1,-9,i,2,-2.7,0,-1,3,4,i,11
O=C(Oc1ccccc1Cl)c1ccc2c(=O)n3c(nc2c1)CCC3,2,i,2,0.2,2,-2,0,-6,i,2
CN1CCN(C(=S)NC(=O)c2ccc(S(=O)(=O)N3CCOCC3)cc2)CC1,0,i,8,-4.8,-4,1,1,4,i,3
Fc1cccc(CNC2CCN(CCc3ccccc3)CC2)c1,1,i,4,-3.4,2,1,-3,-1,i,-3
O=C(COc1ccc2oc(-c3ccccc3)cc(=O)c2c1)NCc1ccco1,82*,i,2,7.7,0,-4,6,17,i,0
CCC(C)NC(=O)CC1Oc2ccc(C)cc2NC1=O (configuration not stated),0,i,-4,-1.3,-1,2,4,-1,i,0
COc1ccc(N2Cc3ccccc3/C2=N\C(=O)Nc2ccccc2)cc1,-2,i,2,0.2,-4,-6,-8,0,i,0
CCC(CC)c1nnc(NC(=O)C23CC4CC(CC(NC(C)=O)(C4)C2)C3)s1,-4,i,0,1.5,-1,-3,-1,-2,i,-2
O=C(CCc1nc2ccccc2c(=O)[nH]1)Nc1ccccc1N1CCCC1,-4,i,0,0.4,5,4,0,1,i,-1
O=C1OC(C(=O)NCc2ccccc2)Cc2ccccc21 (configuration not stated),2,i,-8,-0.4,-1,-4,1,1,i,0
O=C(CNC(=O)c1ccccc1Cl)c1ccccc1,-2,i,0,0.3,2,5,5,0,i,-1
Cc1ccccc1-n1c(SCc2csc(Nc3ccccc3)n2)nnc1-c1cccnc1,-4,i,0,0.0,1,7,2,-23,i,2
CCc1ccc(NC(=O)c2cnc(N3CCN(c4ccccn4)CC3)c3ccccc23)cc1,1,i,1,5.2,-1,12,8,-5,i,6

Four compounds already listed, arranged by heavy-atom count, rising.
Compound,Scp1 inh,Neddylation inh,CSN inh,LMPTP block,Rin1-Abl PPI inh,NadD inh,SUMO1 PPI mod,DNMT1 block,Rpn11 block,STEP block
O=C(Oc1ccccc1Cl)c1ccc2c(=O)n3c(nc2c1)CCC3,2,i,2,0.2,2,-2,0,-6,i,2
CN1CCN(C(=S)NC(=O)c2ccc(S(=O)(=O)N3CCOCC3)cc2)CC1,0,i,8,-4.8,-4,1,1,4,i,3
Cc1ccccc1-n1c(SCc2csc(Nc3ccccc3)n2)nnc1-c1cccnc1,-4,i,0,0.0,1,7,2,-23,i,2
O=C(NCc1cc(C(F)(F)F)cc(C(F)(F)F)c1)c1cc(-c2cc(F)ccc2OCC2CCCO2)n[nH]1 (configuration not stated),/,i,-3,1.3,4,3,2,-1,i,-2

Carrying on:
Compound,Scp1 inh,Neddylation inh,CSN inh,LMPTP block,Rin1-Abl PPI inh,NadD inh,SUMO1 PPI mod,DNMT1 block,Rpn11 block,STEP block
O=C(/C=C/c1ccccc1[N+](=O)[O-])Nc1cccc(S(=O)(=O)NC2=NCCCCC2)c1,-7,i,3,0.0,5,-1,-24,-4,i,0
Cc1cccc(/C=C(\C(=O)O)c2ccc(S(=O)(=O)N3CCCC3)s2)c1,93*,i,17,14,4,-1,0,62*,i,8
CCOc1ccccc1CNS(=O)(=O)c1ccc2[nH]c(=O)sc2c1,-7,i,0,0.6,0,4,1,0,i,0
CSc1ccccc1NC(=O)CSc1n[nH]c(C)c1[N+](=O)[O-],-3,i,2,0.8,-1,-2,-3,-8,i,-4
C[C@@H]1CN([C@H](C)CO)C(=O)CCCn2nncc2CO[C@H]1CN(C)S(=O)(=O)c1ccc2c(c1)OCCCO2,/,i,-1,-0.6,-2,-1,6,2,i,0
Cc1cc(C)cc(NC(=S)N2CCCC2)c1,4,i,1,-0.4,0,2,-19,2,i,1
COc1cccc(NC(=O)c2cccc(N3C(=O)C4C5C=CC(C5)C4C3=O)c2)c1 (configuration not stated),3,i,-3,0.3,0,-4,-2,1,i,-2
CN(Cc1ccccc1)C(=O)c1ccc(NC(=O)Cc2cccc(NC(=O)C3CCCN(C(=O)C4CCC4)C3)c2)cc1 (configuration not stated),-8,i,-4,-0.2,4,3,5,-4,i,3
CCCNC(=O)C(=O)Nc1cc2c3c(c1)CCC(=O)N3CCC2,-7,i,-1,-0.3,1,5,2,0,i,1
COCCCN1C(=O)c2ccc(C(=O)Nc3ccc(C)cc3C)cc2C1=O,5,i,-2,-0.3,1,0,-28,0,i,-1
Cc1cc(NC(=O)CCC(=O)N(Cc2cccs2)C(C(=O)NC2CCCC2)c2ccccc2)no1 (configuration not stated),-14,i,1,-1.4,0,2,-4,0,i,-1
Cc1cc(C)nc(N2CCCC(C(=O)NCc3ccc4c(c3)OCO4)C2)n1 (configuration not stated),0,i,3,1.1,-4,-2,-4,1,i,-1
O=C1CCCN1CCCNS(=O)(=O)c1cccc(F)c1,-7,i,3,-0.6,1,-1,-1,0,i,-3
Cc1[nH]nc(N)c1-c1ccc(Cl)cc1,-9,i,0,-1.3,3,-3,3,2,i,-5
N/C(=N\OC(=O)COc1ccccc1)c1cccnc1,0,i,2,-2.3,-5,-6,1,1,i,-3
CCOCCCNC(=O)c1cc(Cl)c(NC(=O)C2=C(C)OCCS2)cc1OC,-5,i,1,0.2,5,-1,4,-2,i,-1
COc1ccc([C@@H]2C[C@@H](c3ccccc3)Oc3cc(OC)cc(OC)c32)cc1,-9,i,-2,2.6,0,-8,-1,-1,i,-1
CC(C)(C)c1ccc(NNC(=O)C2CCC2)cc1,5,i,0,-1.2,2,1,2,0,i,0
COC(=O)c1cnn2c(C(F)(F)F)cc(-c3ccco3)nc12,10,/,6,0.9,-6,6,-2,7,i,-2
CCN(CC)CCCNC(=S)N(Cc1cccnc1)Cc1cc2cccc(C)c2[nH]c1=O,-1,i,-7,2.3,2,-3,0,1,i,0
CNc1nc(Nc2ccc([N+](=O)[O-])cc2)nc(OCC(F)(F)F)n1,49,i,4,2.1,-6,-1,-3,7,i,2
CN(C)C(=S)N=c1ssc(=S)n1Cc1cccnc1,-5,i,1,-1.1,-2,2,-9,-8,i,0
O=C(Nc1ccc(-n2cccc2)cc1)C1CC1,0,i,0,-1.9,5,-3,3,5,i,-4
CC(NC(=O)C(=O)NN=C1CCCCCCCCCCC1)c1ccccc1 (configuration not stated),-6,i,-3,-1.7,1,-5,-3,-2,i,1
NC(CCc1ccccc1)c1csc(Nc2ccc(C(F)(F)F)cn2)n1 (configuration not stated),/,i,-2,-2.1,-2,2,-97,-5,i,1
CCC/C(=C1/c2ccccc2C(=O)N1c1ccccc1)c1ccc(O[C@@H]2CCCCO2)cc1,-6,i,2,4.6,0,0,5,-1,i,3
CC(C)C(C)NC(=O)COc1ncnc2ccccc12 (configuration not stated),-7,i,-5,-1.1,3,5,-3,5,i,0
CCCCSc1nc(C)c(CC(=O)O)c(=O)[nH]1,4,i,-1,0.1,-1,2,1,5,i,-2
COc1ccccc1NC(=S)N1CCN(Cc2ccccc2)CC1,-1,i,-5,-0.9,0,8,1,2,i,2
Cc1ccccc1CN1CCN(Cc2cc3ccccc3o2)CC1CCO (configuration not stated),-8,i,-4,-1.9,0,-2,0,-1,i,1

(further entries)
Compound,Scp1 inh,Neddylation inh,CSN inh,LMPTP block,Rin1-Abl PPI inh,NadD inh,SUMO1 PPI mod,DNMT1 block,Rpn11 block,STEP block
COc1ccccc1N1CCN(C(=O)c2[nH]c(C(F)(F)F)nc2-c2ccccc2)CC1,/,i,-5,-1.2,7,0,9,-3,i,-1
O=[N+]([O-])c1ccc(NCCNCCOc2nonc2-c2ccccc2)c([N+](=O)[O-])c1,10,i,-6,1.4,-2,0,-16,10,i,3
CN(CC1CCOCC1)C(=O)CC1C(=O)NCCN1Cc1ccc(-c2ccccc2)cc1 (configuration not stated),-6,i,1,0.9,3,5,-1,-13,i,0
Cc1ccc(S(=O)(=O)c2nc(S(C)(=O)=O)sc2N2CCC(O)CC2)cc1,-9,i,3,-1.0,1,-8,2,-2,i,-1
N#C/C(=C\c1c(Cl)cccc1Cl)c1nc2ccccc2o1,23,i,1,1.6,-1,-12,-9,-2,i,1
O=C1CN(C(=O)CSc2nnc(Nc3ccccc3)s2)c2ccccc2N1,2,i,-5,-0.9,0,5,5,-2,i,-1

Screening data as filed in PubChem BioAssay.
